Assay outcomes: PubChem, Sanford-Burnham Center for Chemical Genomics
UPR XBP1 act: activators of adaptive arm of unfolded protein response (XBP1) | activation, % at 20 µM | actives 0.33% (n = 330,000) | CHO-XBP1 luciferase reporter, IRE1-XBP1 UPR activation, luminescence; percent of tunicamycin response, DMSO as zero;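 active = versus positive control, 20 µM dose yields 30% or more activation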;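 also: 100% = tunicamycin at 10 µg/mL and 0% = DMSO only wells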
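Assay system: IRE1-XBP1 luciferase reporter CHO line. Input: 1000 cells/well. Buffer or medium: F12 with 10% serum. Doses: 20 µM, 1% DMSO. Times: overnight seeding at 37 °C, 6 h compound treatment at 37 °C. Technique: Steady-Glo luciferase glow luminescence, 10 min after reagent addition.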
Mdm2-MdmX inh: inhibitors of human Mdm2/MdmX interaction; actives 3% (n = 330,000); inhibition, % at 8 µM; SaOS-2 split-luciferase Mdm2/MdmX complementation, luminescence; O15151+Q00987;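 active = inhibition of at least 50% at 8 µM in the primary screen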
APJ ag: agonists of human APJ apelin receptor. activation, % at 20 µM. AID 2520. CHO-K1 APJ PathHunter beta-arrestin, luminescence; 0% DMSO wells, 100% apelin. P35414. actives 0.11% (n = 330,000);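 active = activation more than six SD over the plate average, tested at 20 µM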;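 also: 0% = DMSO alone and 100% = apelin-13 at 10 nM; some results filed as inactive read as strong as hits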
Target sequence (P35414 whole entry, looked up): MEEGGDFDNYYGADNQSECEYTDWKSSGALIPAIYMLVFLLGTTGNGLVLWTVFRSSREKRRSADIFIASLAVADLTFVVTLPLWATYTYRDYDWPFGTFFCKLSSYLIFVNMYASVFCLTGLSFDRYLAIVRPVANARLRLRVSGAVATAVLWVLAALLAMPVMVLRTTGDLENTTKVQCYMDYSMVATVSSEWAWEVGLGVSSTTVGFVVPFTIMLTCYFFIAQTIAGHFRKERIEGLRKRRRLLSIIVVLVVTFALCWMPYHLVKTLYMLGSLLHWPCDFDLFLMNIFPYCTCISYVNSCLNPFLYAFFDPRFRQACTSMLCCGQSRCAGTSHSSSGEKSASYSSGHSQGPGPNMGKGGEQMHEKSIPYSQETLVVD
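Assay system: CHO-K1 APJ beta-arrestin complementation cell line / Compound: single test compound dose, 20 µM final, 1% DMSO / Times: overnight seeding, 90 min compound at 25 °C, 1 h detection / Technique: beta-gal luminescence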
Jurkat NFkB inh: lowers PMA/ionomycin-induced NF-kB signal in Jurkat cells. PMA/ionomycin-induced NF-kB luciferase reporter, luminescence. inhibition, % at 4 µM. actives 0.53% (n = 330,000). AID 435003; in the data active = inhibition above about 50%
APJ antag: APJ receptor antagonism; P35414; CHO-K1 APJ beta-arrestin complementation, luminescence; AID 2521; actives 0.32% (n = 330,000); inhibition, % at 20 µM;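 active = inhibition above about 40% at 20 µM, limit read from the data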;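 also: cells challenged with 10 nM apelin-13 agonist together with compound; plate controls were apelin-13 plus DMSO wells for no effect and DMSO wells lacking apelin-13 for full effect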
697 NFkB inh: lowers PMA/ionomycin-induced NF-kB signal in 697 B cells. inhibition, % at 4 µM. 697 B-cell NF-kB luciferase reporter, 16 h. AID 435022. actives 0.33% (n = 330,000); in the data active = inhibition above about 35%
CHOP UPR activ: apoptotic UPR (CHOP) activation. CHO-CHOP luciferase reporter, luminescence; percent of tunicamycin response over DMSO baseline. activation, % at 10 µM. actives 0.34% (n = 330,000). AID 449763;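 active = at 10 µM dose, activation of 40% or more, normalized to positive control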;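 also: 100% = tunicamycin at 10 µg/mL and 0% = DMSO alone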
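System: CHO CHOP reporter cells. Amount: 500 cells per well. Buffer or medium: F12 medium, 10% FBS. Compound dosing: one dose, 10 µM in 0.5% DMSO. Incubation: 6 h compound exposure at 37 °C after overnight seeding. Technique: Steady-Glo luciferase luminescence. Benchmarks: tunicamycin and DMSO controls.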
tim23-1 inh: inhibits growth of tim23-1 mutant yeast | S. cerevisiae tim23-1 growth, BacTiter-Glo luminescence, 24 h | actives 1.3% (n = 330,000) | inhibition, % at 20 µM | AID 463212;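 active = growth inhibition of the mutant yeast at or above 50%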;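 also: temperature-sensitive mutant grown at 25 °C; plate controls were DMSO-treated mutant yeast for no effect and medium wells lacking yeast for full effect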
An asterisk follows results filed as active; . = no result given.

SMILES	UPR XBP1 act	Mdm2-MdmX inh	APJ ag	Jurkat NFkB inh	APJ antag	697 NFkB inh	CHOP UPR activ	tim23-1 inh
CC(=O)Nc1ccc(Cl)cc1C1COC(=O)C1=N (centres undefined)	-0.8	2.9	-2.7	1.5	11.5	-2.2	0.1	-0.2
COc1ccc(CCNC(=O)C2CC3Cn4c(nc5ccccc54)C3N2Cc2ccccc2)cc1 (centres undefined)	-1.2	8.2	8.3	2.0	-8.5	-11.7	0.2	25.2
O=C(CN1CCCC1)Nc1c(Cl)cccc1Cl	-3.2	-1.6	-2.3	10.4	10.7	7.1	2.1	-0.2
COc1cc2c(cc1OC)CN(C(=O)C1CCCN1S(=O)(=O)c1ccc(F)cc1)CC2 (centres undefined)	-3.8	0.6	-0.4	-5.7	21.7	-5.6	-2.0	15.5
O=C(NNS(=O)(=O)c1ccccc1)c1ccc([N+](=O)[O-])cc1	-5.8	10.6	0.7	-16.8	-21.0	-13.1	-3.5	1.2
CN1C2CCC1CC(NC(=O)CSc1ccc(C(C)(C)C)cc1)C2 (centres undefined)	3.7	25.9	-0.4	-18.6	4.0	-8.3	1.1	-91.5
COc1cccc(NC(=O)[C@H](CC(C)C)NC(=O)[C@@H]2Cc3ccccc3CN2)c1	-4.0	-14.8	-0.5	-8.7	8.5	-8.0	0.9	8.6
C[C@H](CO)N1C[C@H](C)[C@@H](CN(C)C(=O)Nc2ccc(C(F)(F)F)cc2)Oc2ccc(NC(=O)Nc3ccc(C(F)(F)F)cc3)cc2C1=O	-3.0	64.6*	0.5	-3.3	-2.4	9.2	0.1	2.2
COc1cc(C2NC(=O)NC(C)=C2C(=O)OC(C)(C)C)ccc1OCC(=O)O (centres undefined)	1.0	-3.7	-3.8	1.5	-8.1	40.1*	-0.5	-1.3
CN1CCN(NC(=S)NC(C)(C)CC(C)(C)C)CC1	-3.1	13.0	-0.8	-9.4	14.1	-1.9	-0.6	0.9
O=C(NCCO)C(=O)NCC1OCCCN1S(=O)(=O)c1cccs1 (centres undefined)	-2.8	-5.5	-2.3	4.5	16.8	15.7	1.8	10.5
O=C(CCN1CCN(c2ccccc2)CC1)NNC(=O)Cc1c(F)cccc1Cl	0.3	-1.5	-7.8	7.8	16.4	1.9	0.0	0.9
COc1ccc(OC)c(NC(=O)C(CC(=O)O)Cc2ccc(Cl)cc2)c1 (centres undefined)	-7.1	-11.2	0.6	-9.4	12.4	-4.2	-1.9	9.1
C/C(N)=C(\C#N)C(=O)NCc1ccccn1	-0.2	-18.5	5.8	-7.4	22.3	-24.9	0.3	14.3
COc1ccc(C(=O)COc2cccc(NC(=O)c3ccco3)c2)cc1	1.6	-29.6	-7.5	-11.7	-0.2	-7.3	0.4	33.3
COc1ccc(-c2cn3cc(C)ccc3n2)cc1F	-8.3	15.7	-1.1	-68.8	-31.1	-75.9	-6.3	36.5
Cc1ccc(-c2cc(C(=O)N/N=C/c3ccco3)n[nH]2)s1	0.4	17.1	1.9	2.8	-19.9	-2.0	2.7	13.7
COC(=O)COc1ccc(S(=O)(=O)NC2CCCCCC2)cc1	-4.4	18.6	1.1	9.0	0.2	8.6	-1.3	31.3
CCn1c(=O)c(CCC(=O)NCCN2CCOCC2)c(C)c2c(C)nn(-c3ccccc3)c21	1.6	17.1	0.3	-3.1	3.9	-28.7	2.0	26.4
CCCOC(=O)CSc1nnc(-c2cc(OC)c(OC)c(OC)c2)o1	-8.5	30.2	-1.1	-16.2	-6.2	-5.3	-1.3	22.7

The final 3 records of the section before lead into the next.
SMILES	UPR XBP1 act	Mdm2-MdmX inh	APJ ag	Jurkat NFkB inh	APJ antag	697 NFkB inh	CHOP UPR activ	tim23-1 inh
COC(=O)COc1ccc(S(=O)(=O)NC2CCCCCC2)cc1	-4.4	18.6	1.1	9.0	0.2	8.6	-1.3	31.3
CCn1c(=O)c(CCC(=O)NCCN2CCOCC2)c(C)c2c(C)nn(-c3ccccc3)c21	1.6	17.1	0.3	-3.1	3.9	-28.7	2.0	26.4
CCCOC(=O)CSc1nnc(-c2cc(OC)c(OC)c(OC)c2)o1	-8.5	30.2	-1.1	-16.2	-6.2	-5.3	-1.3	22.7
COc1ccccc1CC(=O)NCCN1CCCCC1	-1.7	14.5	-1.8	-3.6	6.7	11.2	-1.4	-6.5
COc1ccc(C(=O)c2sc3nc(-c4ccccc4)ccc3c2N)cc1OC	9.0	16.8	2.6	4.9	-8.8	-5.5	3.4	-10.0
COC(=O)CSc1nc(-c2ccccc2)c2c(c1C#N)CCCC2	-1.8	-23.4	1.2	1.7	13.3	-1.1	-0.6	22.8
O=C(C[n+]1ccc(C(=O)N/N=C/c2ccc(Cl)cc2Cl)cc1)c1ccccc1	-0.4	10.1	-6.4	-0.2	20.1	-5.2	-0.2	5.4
COc1ccc(CNC(=O)CSc2nc3nc(C)cc(C)n3n2)cc1	-2.4	-7.7	6.5	-5.4	4.5	-20.3	-1.6	5.6
C[C@H]1O[C@@H](O[C@H]2CC[C@@]3(C)C(CC[C@]4(C)C3C=C[C@]35OC[C@@]6(CCC(C)(C)C[C@H]63)[C@@H](O)C[C@]54C)[C@]2(C)CO)[C@H](O)[C@@H](O[C@@H]2O[C@H](CO)[C@@H](O)[C@H](O)[C@H]2O)[C@H]1O (some centres undefined)	-0.7	-21.2	-2.0	6.3	4.6	17.8	1.0	18.7
N#CCC(=N)N1CCN(c2ccccc2)CC1	-0.1	28.9	-1.1	1.2	0.2	-13.5	0.3	12.5
Cc1cccc(NS(=O)(=O)c2ccc(C(=O)NCC3CCCO3)cc2)c1C (centres undefined)	-1.8	17.1	1.1	-2.9	16.5	-0.3	0.6	-6.5
CC(=O)c1ccccc1NC(=O)COC(=O)/C=C/c1cccs1	-0.7	15.2	-0.1	-3.8	33.5	9.8	3.1	12.4
Cc1ccc(NC(=O)Nc2ccc3c(c2)N(C)C(=O)CS3)nc1	6.4	-3.2	-3.9	10.1	-20.1	-77.7	3.9	-22.7
OC(CNCCc1ccccc1)COc1ccc(OCC(O)CNCCc2ccccc2)cc1 (centres undefined)	3.9	98.6*	-1.2	48.4	8.7	6.2	4.3	-10.9
Cc1nc2sccn2c(=O)c1S(=O)(=O)NCC1CCN(Cc2ccccc2Cl)CC1	-2.9	-5.6	0.6	-7.8	17.3	-26.4	4.1	-2.2
CCOC(=O)CSc1nnc(CNC(=O)c2cccs2)n1-c1cccc(C)c1	1.4	-11.6	-5.7	10.4	-6.4	-1.5	0.3	17.8
COCCNC(=O)C(=O)NNS(=O)(=O)c1ccc(Cl)cc1	0.1	-11.3	-2.5	-7.0	-1.0	16.1	1.7	6.2
Cc1cc(C)cc(NC(=O)C2CCN(C(=O)[C@@H]3Cc4ccccc4CN3)CC2)c1	-0.2	-10.5	-4.5	3.4	18.1	-28.6	1.3	-6.4
CCOC(=O)c1c(O)cc(OC)cc1CCc1ccccc1	1.1	8.8	.	.	.	-4.3	2.6	27.2
O=C(NCCS(=O)(=O)N1CCN(c2cccc(Cl)c2)CC1)c1ccc2c(c1)OCO2	-3.6	27.8	-6.6	10.6	-1.6	15.3	-0.1	6.7
O=C(Nc1nnc(-c2ccc(Cl)cc2)o1)c1nc2ccccc2s1	0.3	25.6	-1.9	-10.2	-74.5	5.7	-0.3	-12.1
COc1ccc(OC)c(/C=C/C(=O)N2CCN(S(=O)(=O)c3ccc(C)cc3C)CC2)c1	-2.0	25.3	3.6	-0.4	6.2	10.5	-0.7	28.6
NC(=O)N/N=C/c1ccccc1OCC(=O)NCc1ccccc1	0.7	17.9	-0.5	-0.7	7.4	6.4	-0.5	11.5

Records listed so far that bear a hit mark in 697 NFkB inh.
molecule | Mdm2-MdmX inh | Jurkat NFkB inh | APJ antag | 697 NFkB inh
COc1cc(C2NC(=O)NC(C)=C2C(=O)OC(C)(C)C)ccc1OCC(=O)O (centres undefined) | -3.7 | 1.5 | -8.1 | 40.1*

Going on with the list.
SMILES	UPR XBP1 act	Mdm2-MdmX inh	APJ ag	Jurkat NFkB inh	APJ antag	697 NFkB inh	CHOP UPR activ	tim23-1 inh
Cc1ccc(C(=O)NCCCCNC(=O)c2ccc(C)o2)o1	-1.9	3.5	-2.7	-6.0	-17.1	12.4	-3.6	14.5
CCCOc1ccc(C(=O)NNC(=O)CCNC(=O)c2ccccc2Cl)cc1OC	-1.2	2.6	8.4	9.0	-61.5	6.7	-1.7	7.4
CN1CCN(c2ccc(S(=O)(=O)N3CCCCC3)cc2N)CC1	-1.3	5.5	1.7	-22.5	-10.8	-3.6	0.4	9.8
COc1ccccc1CN(Cc1nc2ccccc2c(=O)[nH]1)S(=O)(=O)c1ccc(C)cc1	-5.1	9.0	2.5	-7.3	5.3	-2.4	-2.5	4.5
NC(=O)c1ccsc1NC(=O)COC(=O)Cc1ccsc1	0.2	13.5	-0.4	4.9	3.0	-6.2	2.2	-0.5
CCN1C(=O)c2ccccc2S(=O)(=O)c2ccc(C(=O)NCCOC)cc21	4.5	8.4	-2.1	3.9	13.7	1.8	-0.1	-0.4
Cc1ccc(SCC(=O)NCc2ccncc2)cc1	0.1	15.1	-3.6	8.7	14.1	16.7	-1.5	4.1
CSCCC(NC(=O)c1cc([N+](=O)[O-])cc([N+](=O)[O-])c1)c1nc2ccccc2[nH]1 (centres undefined)	-2.3	-8.2	3.9	10.8	-33.4	3.4	0.8	3.5
CC(NC(=O)c1ccco1)C(=O)Nc1nc(-c2ccccn2)cs1 (centres undefined)	-2.1	21.9	-1.6	0.3	11.0	-0.7	-2.9	-24.7
Cc1cccc(NC(=O)CSc2c3c(nc4ccccc24)CCC3)n1	-3.2	11.9	-3.1	-5.9	16.1	9.4	3.8	16.0
CC(C)c1nc2cc(C(=O)N(C)Cc3ccc(F)cc3)ccc2o1	1.9	-24.4	2.2	-10.2	-36.4	-21.4	2.7	19.2
CCCS(=O)(=O)N1CCc2ccc(NC(=O)c3ccccc3Cl)cc2C1	-2.2	6.4	-1.4	1.4	11.6	-6.4	-0.9	26.5
Cn1c(C=O)c(-c2ccc3c(c2)OCCO3)c2ccccc21	0.4	12.7	0.0	3.3	0.9	2.9	0.9	53.4*
CCCCC(=O)OCc1c(-c2ccccc2)ncc2ccccc12	-3.7	10.0	-1.9	6.0	12.1	4.1	0.6	24.7
O=C(CN(Cc1ccc(F)cc1)C(=O)CCC(=O)Nc1nccs1)NCc1ccc(F)cc1	4.7	2.7	-3.2	0.6	3.9	25.2	-1.9	1.9
N#Cc1c(-n2cccc2/C=N/O)sc2c1CCCC2	0.2	30.3	-5.0	-9.7	6.4	-8.8	-4.2	41.4
CCN(CC)C(=O)c1sc2nc(-c3ccc(OC)cc3)cn2c1C	3.2	-66.9	-2.8	-147.4	-12.0	-143.5	3.1	21.7
O=C(c1cc(-c2ccccn2)nc2c(Cl)cccc12)N1CCN(C(=O)C2CCCO2)CC1 (centres undefined)	-2.6	0.9	-2.4	-7.3	10.5	17.8	0.1	18.0
CCOc1ccccc1C(=O)N1CCC(n2nnc3cc(C)ccc32)CC1	0.1	2.5	-2.3	20.3	4.1	4.8	2.1	-55.8
Cc1ccc(NC(=O)c2ccc(=O)[nH]c2)cc1S(=O)(=O)N1CCCCC1	-0.6	1.1	-4.3	12.5	-17.2	14.9	-0.7	0.7
C=CCc1ccc(OCCCOc2ccc(C)c(C)c2)c(OC)c1	-0.6	13.9	-1.4	-9.9	-17.8	-32.6	1.3	0.5
Cc1ccc(-c2ccc(SCC(=O)NC3CCCCC3)nn2)cc1	-0.1	18.2	-5.2	-32.2	1.2	-12.0	0.3	11.9
